Assay outcomes (PubChem BioAssay)
Growth percent in the NCI-60 one-dose screen (48 h, 10 µM unless noted): 100 = growth as untreated, 0 = no growth, -100 = all killed.
BT-549: BT-549 breast cancer | hit rate 4.4% among 78,000
MDA-MB-468: MDA-MB-468 breast cancer; hit rate 8.5% among 78,000; AID 2202374
MCF7: MCF7 breast cancer | hit rate 6.3% among 82,000 | AID 1794796
HS 578T: HS 578T breast cancer | AID 1794788 | hit rate 4.1% among 78,000
LOX IMVI: LOX IMVI melanoma. hit rate 7.4% among 79,000
MALME-3M: MALME-3M melanoma. AID 1794766. hit rate 5.8% among 78,000
T-47D: T-47D breast cancer. hit rate 5% among 79,000. AID 1794792
MDA-MB-231: MDA-MB-231 breast cancer | AID 1794789 | hit rate 5% among 81,000
Starred values were filed as active, the others as inactive; / = no result given; & = joins results of further samples; [ ] = dose if it differs, or a comment. The calls were made as follows: active = growth percent below 10; inactive = the rest.

no.	SMILES	BT-549	MDA-MB-468	MCF7	HS 578T	LOX IMVI	MALME-3M	T-47D	MDA-MB-231
1	CCc1c(C(=O)N[C@@H](CO)Cc2ccccc2)[nH]c2ccc(Cl)cc12	91	88	78	93	91	91	68	76
2	O=S(=O)(O)c1nc2ncncc2[nH]1	106	105	100	97	97	108	/	108
3	O=C1/C(=C/c2ccc([N+](=O)[O-])s2)Oc2ccccc21	-83*	-34*	1.5*	26	-70*	-61*	2.8*	-70*
4	COc1cc(-n2c(-c3ccc(OCCO)cc3)nnc2-c2ccc(OCCO)cc2)cc(OC)c1OC	98[6.25 µM]	65[6.25 µM]	67[6.25 µM]	85[6.25 µM]	82[6.25 µM]	79[6.25 µM]	49[6.25 µM]	73[6.25 µM]
5	CC1(COc2ccc3ncc(C#Cc4cncc(C(=O)NCCn5ccnc5)c4)n3n2)COC1	103	89	71	92	88	108	105	82
6	CCOC(=O)/C(C#N)=C/c1cccc2ccc3ccccc3c12	90	112	86	92	97	106	70	89
7	O=c1[nH]c2cc(Cl)ccc2nc1/C=C(O)/C=C/c1ccccc1	113	102	94	101	100	95	102	107
8	CCOC(=O)CC1CSC(Nc2c(C)cc(C)cc2C)=N1 (stereo unspecified)	114	97	95	100	99	107	98	108
9	Nc1nc(N)nc(Cc2nc3ccccc3s2)n1	93	103	95	103	91	88	99	107
10	COc1ccc(OCCCBr)cc1	93	106	97	102	/	99	99	106
11	N#CCCNC(N)=O	95	106	106	113	95	119	129	116
12	C=CCn1ccc(=O)nc1SC	105	115	100	106	100	/	97	109
13	CC(C)C[C@H](NC(=O)OCc1ccccc1)C(=O)NCc1cn(CC(=O)O)nn1	102	95	104	107	105	100	116	108
14	FC(F)(F)c1cc(-c2nnc3n2NC(N2CCOCC2)CS3)cc(C(F)(F)F)c1 (stereo unspecified)	/	97	98	99	101	133	86	99
15	Cc1ccc(N)c(C(=O)O)c1	103	103	93	106	109	101	98	98
16	O=C(O)/C=C/c1cccc(O)c1	96&103	109&93	87&99	110&115	94&99	101&103	98&104	97&106
17	CCOC(=O)CCCn1c(=O)c2sc3ncccc3c2n2nnc(-c3ccccc3)c12	106	106	67	104	86	/	97	94
18	O=Cc1c[nH]c2nccnc12	101	101	97	104	84	91	103	106
19	Cc1nn(-c2ccccc2)c2ncnc(Nc3ccccc3)c12	120	103	106	111	109	108	105	107
20	O=C(O)CC(C(=O)O)N1C(=O)/C(=C/c2cccnc2)SC1=S (stereo unspecified)	102	108	97	97	98	106	92	107

A draw from above in order of molar mass, low to high.
no.	SMILES	BT-549	MDA-MB-468	MCF7	HS 578T	LOX IMVI	MALME-3M	T-47D	MDA-MB-231
11	N#CCCNC(N)=O	95	106	106	113	95	119	129	116
18	O=Cc1c[nH]c2nccnc12	101	101	97	104	84	91	103	106
15	Cc1ccc(N)c(C(=O)O)c1	103	103	93	106	109	101	98	98
16	O=C(O)/C=C/c1cccc(O)c1	96&103	109&93	87&99	110&115	94&99	101&103	98&104	97&106
12	C=CCn1ccc(=O)nc1SC	105	115	100	106	100	/	97	109
2	O=S(=O)(O)c1nc2ncncc2[nH]1	106	105	100	97	97	108	/	108
10	COc1ccc(OCCCBr)cc1	93	106	97	102	/	99	99	106
9	Nc1nc(N)nc(Cc2nc3ccccc3s2)n1	93	103	95	103	91	88	99	107
3	O=C1/C(=C/c2ccc([N+](=O)[O-])s2)Oc2ccccc21	-83*	-34*	1.5*	26	-70*	-61*	2.8*	-70*
19	Cc1nn(-c2ccccc2)c2ncnc(Nc3ccccc3)c12	120	103	106	111	109	108	105	107
8	CCOC(=O)CC1CSC(Nc2c(C)cc(C)cc2C)=N1 (stereo unspecified)	114	97	95	100	99	107	98	108
7	O=c1[nH]c2cc(Cl)ccc2nc1/C=C(O)/C=C/c1ccccc1	113	102	94	101	100	95	102	107
20	O=C(O)CC(C(=O)O)N1C(=O)/C(=C/c2cccnc2)SC1=S (stereo unspecified)	102	108	97	97	98	106	92	107
1	CCc1c(C(=O)N[C@@H](CO)Cc2ccccc2)[nH]c2ccc(Cl)cc12	91	88	78	93	91	91	68	76
13	CC(C)C[C@H](NC(=O)OCc1ccccc1)C(=O)NCc1cn(CC(=O)O)nn1	102	95	104	107	105	100	116	108
17	CCOC(=O)CCCn1c(=O)c2sc3ncccc3c2n2nnc(-c3ccccc3)c12	106	106	67	104	86	/	97	94
14	FC(F)(F)c1cc(-c2nnc3n2NC(N2CCOCC2)CS3)cc(C(F)(F)F)c1 (stereo unspecified)	/	97	98	99	101	133	86	99
5	CC1(COc2ccc3ncc(C#Cc4cncc(C(=O)NCCn5ccnc5)c4)n3n2)COC1	103	89	71	92	88	108	105	82
4	COc1cc(-n2c(-c3ccc(OCCO)cc3)nnc2-c2ccc(OCCO)cc2)cc(OC)c1OC	98[6.25 µM]	65[6.25 µM]	67[6.25 µM]	85[6.25 µM]	82[6.25 µM]	79[6.25 µM]	49[6.25 µM]	73[6.25 µM]

New compounds follow
no.	SMILES	BT-549	MDA-MB-468	MCF7	HS 578T	LOX IMVI	MALME-3M	T-47D	MDA-MB-231
21	CCCCCc1ccc(C)cc1OC(=O)CCl	/	110	98	116	106	91	102	110
22	CCOC(=O)c1c(C)[nH]c(C(=O)CCC(=O)OC)c1C	85	114	98	124	103	99	101	115
23	N#CC(COC(=O)Nc1cccc(Cl)c1)OCCO (stereo unspecified)	112	100	91	110	100	103	98	105
24	CCOC(=O)C(=O)/C(=C/n1c(=S)[nH]c2cc(C)ccc21)C(=O)OCC	107	96	93	93	101	106	81	105
25	Cc1ccc2[nH]cc(-c3nc(-c4cn(C)c5ncccc45)cs3)c2c1	83	-0.3*	55	99	/	/	41	83
26	Cc1ccc(-c2nc3c(c(-c4ccccc4)nn3-c3ccccc3)c(-c3ccc(O)cc3)c2C#N)cc1	77	53	26	24	12	75	61	46
27	OCCC[C@@]12C(I)=C3CCCC[C@H]3[C@@H]1CCc1cc3c(cc12)OCO3	/	88	91	102	94	107	86	91
28	COc1ccc2c(c1OC)C(=O)O[C@@H]2[C@H]1c2c(c(C#CC#Cc3c4c(c(OC)c5c3OCO5)[C@H]([C@H]3OC(=O)c5c3ccc(OC)c5OC)N(C)CC4)c3c(c2OC)OCO3)CCN1C	77	89	94	98	99	94	84	97
29	Cn1nc(N)c2ncc(C(Cl)(Cl)Cl)nc21	110	100	97	105	96	/	116	96
30	CCOC(=O)C1=C(N)N(c2ccccc2)C2=C(C(=O)CC(C)(C)C2)C1c1ccc(N2CCOCC2)cc1 (stereo unspecified)	103	90	91	95	93	112	94	104
31	O=C1C2Cc3ccccc3C(=O)N2C(=S)N1c1ccccc1 (stereo unspecified)	101	82	98	91	101	103	107	98
32	N#Cc1c(-c2ccccc2)nc(SCC(=O)Nc2ccc(Cl)cc2)[nH]c1=O	94	/	113	84	106	121	100	114
33	Cc1ccc(NCCN(C)CC(C)O)c2c(=O)c3ccccc3sc12 (stereo unspecified)	84	13	20	55	13	35	85	37
34	CNS(=O)(=O)c1ccc(C)cc1C	95	111	104	93	103	104	104	106
35	S=C(N/N=C/c1ccc[nH]1)NNC(=S)Nc1ccccc1	95	91	80	101	/	82	82	83
36	CC(=O)O[C@H]1C[C@@H]2C(C)(C)C(=O)CC[C@@]2(C)c2ccc(C(C)C)cc21	101	105	107	102	105	109	102	104
37	CC1(C)[C@@H](OCCC#N)CC[C@]2(C)[C@H]3C(=O)C=C4[C@@H]5C[C@](C)(C(=O)O)CC[C@]5(C)CC[C@@]4(C)[C@]3(C)CC[C@@H]12	100	126	95	106	/	110	93	98
38	Brc1nsc(SSc2nc(Br)ns2)n1	118	119	107	104	90	128	104	107
39	CC(=O)c1c(C)[nH]c(-c2nc3ccc(N4CCN(C)CC4)cc3[nH]2)c1-c1ccc(OCC2CCOCC2)cc1	57	11	6.1*	19	/	21	29	37
40	Cc1oc(-c2ccc(Cl)cc2)nc1/C=C/C(=O)c1ccc(Br)cc1	79	71	40	91	83	98	48	88
41	CCC(O)c1ccccc1 (stereo unspecified)	133	98&108	96&103	94&82	108&104	111&114	102&106	112&96
42	COc1cc(NCC(=O)Nc2cc(Nc3cccc(C(F)(F)F)c3)ncn2)c(Cl)c(OC)c1Cl	89	101	86	82	93	115	81	78
43	O=S(=O)(O)c1ccc(N=Nc2ccc(O)cc2O)cc1	110	108	95	92	103	104	112	101
44	Nc1nc(=S)c2ncn(C3OC(COC(=O)c4ccc(Cl)cc4)C(OC(=O)c4ccc(Cl)cc4)C3OC(=O)c3ccc(Cl)cc3)c2[nH]1 (stereo unspecified)	113	24	60	-29*	91	102	60	88
45	CCCCOC(=O)N1CCCCC1CCC (stereo unspecified)	/	109	93	/	104	111	105	103
46	O=c1cc(CF)[nH]c(=O)[nH]1	107	106	100	98	96	101	/	118
47	O=C(NNC(=O)c1cccc(Cl)c1)c1ccccc1	111	94	105	105	105	106	103	113
48	CS(=O)(=O)c1ccc(C(=O)N/N=C/c2ccc(F)cc2)cc1	103	102	104	97	98	105	104	109
49	NCC1CCCCC1CC(=O)O (stereo unspecified)	82	81	97	/	89	114	82	101
50	CCOC(=O)/C(C)=N/Nc1ccccc1	94	98	86	94	92	99	78	87
51	COC(=O)c1nnn(-c2cccc(C(F)(F)F)c2)c1N	99	83	70	84	88	81	/	/
52	Cc1nnc(/N=C2\NC(=O)CS2)s1	98	106	86	110	96	94	85	115
53	COc1ccc2nc(C)cc(-n3cc(Cn4nc(-c5ccc(C)cc5)c5c(N)ncnc54)nn3)c2c1	62	30	53	45	75	74	35	59
54	CCC1(C2=CCCCC2)C(=O)NC(=S)N=C1N (stereo unspecified)	108	122	99	100	95	121	102	105
55	CC(=O)Oc1cccc(OC(C)=O)c1	122	96	106	96	96	129	92	101
56	Cc1cc(S(N)(=O)=O)c(N)c(S(N)(=O)=O)c1	100	80	147	105	97	157	103	105
57	Nc1ccc(C2=NN(C(=O)c3cc(-c4ccc(Cl)cc4)nc4ccccc34)C(c3ccccc3)C2)cc1 (stereo unspecified)	35	7.9*	13	29	42	52	31	61
58	O=C1C(Cl)=C(Oc2cccc3cccnc23)C(=O)c2ccccc21	86	94	65	106	47	119	94	92
59	Fc1ccc(-c2cc3nc(C(Cl)Cl)nc(-c4ccco4)n3n2)cc1	82	-44*	-8.7*	-6.5*	94	93	7.3*	-26*
60	c1ccc(CNc2ccccn2)cc1	/	101	97	105	109	111	95	109
61	CCOC(=O)C(C#N)C1CCCCC1 (stereo unspecified)	90	124	123	122	92	96	91	81
62	Cc1ccc(NS(=O)(=O)c2ccc(N)cc2)cc1NS(=O)(=O)c1ccc(N)cc1	91	110	88	113	109	105	94	107
63	CNc1nc(C)nc(NC)n1	104	119	97	111	102	98	101	106
64	O=C1NN(C(=O)c2ccc(Cl)cc2)C(c2ccccc2)=N/C1=C\c1ccc(F)cc1	79	68	98	95	88	86	81	68
65	O=C(Nc1ccc(-n2cc(-c3ccncc3)c(-c3ccc(Cl)c(O)c3)n2)cc1)Nc1cc(C(F)(F)F)cc(C(F)(F)F)c1	/	14	11	-31*	20	12	24	21
